Assay outcomes as filed in PubChem.
IEC-6 tox: cytotoxicity in IEC-6 intestinal epithelial cells, primary screen, cytotoxicity control for KLF5 inhibitor project, cell-based, luminescence. IEC-6 cytotoxicity, luminescence viability. inhibition, % at 5 µM. 290,000 compounds, 0.78% hits. AID 1825, 2009; in the data active = inhibition above about 22%;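 also: 0% = plate median of test compound wells and 100% = cytotoxic reference compound wells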
KLF5 inh: KLF5 expression inhibitors, primary screen, DLD-1 cells, luminescence. 290,000 compounds, 0.23% hits. DLD-1 KLF5 promoter-luciferase reporter. inhibition, % at 5 µM;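 active = inhibition above a per-plate limit of that plate's mean compound inhibition plus 3 SD, cut at about 60% in these data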;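 also: 0% = DMSO wells and 100% = LY294002 at 200 µM; higher means less KLF5 promoter-driven luciferase light; inactives centre near -14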
HIF activator: HIF pathway transcriptional activators, primary screen, cell-based, U2OS HRE-luciferase, luminescence; U2OS HRE-luciferase reporter; normalized: DMSO 0%, desferrioxamine 100%; AID 1910, 2009; activation, % at 7.5 µM (by protocol); 300,000 compounds, 0.32% hits;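 active = mean activation of at least 10% of the iron chelator positive control signal, with at least half of replicates also reaching 10%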
GSK3B inh: human GSK3beta kinase inhibitors, primary screen, biochemical, cell-free homogeneous, HTS. Glycogen synthase kinase-3 beta (Homo sapiens), P49841. GST-GSK3beta kinase, ADP-Glo luminescence, 60 min; hits give low values. activity score (negative = inhibition), % at 10 µM. 300,000 compounds, 0.038% hits. AID 2097, 2009;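 active = more than half of replicate wells score below -50%, meaning over 50% inhibition versus plate controls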;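 also: 0% = median DMSO wells and -100% = median GW8510 positive control wells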
Target sequence (P49841 whole entry, looked up): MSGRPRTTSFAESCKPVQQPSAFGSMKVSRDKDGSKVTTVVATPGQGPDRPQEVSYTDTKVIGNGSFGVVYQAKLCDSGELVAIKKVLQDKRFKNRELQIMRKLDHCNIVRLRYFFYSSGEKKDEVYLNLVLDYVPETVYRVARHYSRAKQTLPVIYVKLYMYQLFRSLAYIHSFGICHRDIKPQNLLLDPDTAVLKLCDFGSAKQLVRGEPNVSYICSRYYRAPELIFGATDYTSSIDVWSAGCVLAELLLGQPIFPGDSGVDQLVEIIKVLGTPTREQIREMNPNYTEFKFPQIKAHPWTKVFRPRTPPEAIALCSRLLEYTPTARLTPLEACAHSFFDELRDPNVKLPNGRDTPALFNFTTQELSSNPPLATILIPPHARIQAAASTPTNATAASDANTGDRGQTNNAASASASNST
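Test system – GST-tagged human GSK3beta kinase, cell-free · Incubation – 60 min enzyme reaction, room temperature · Signal – ADP-Glo luminescence · Also added – peptide substrate and ATP at 25 µM · Controls – DMSO neutral wells and GW8510 at 20 µM as positive · Buffer or medium – Tris/MgCl2 kinase buffer · Measure – Luminescence-derived activity versus plate DMSO and GW8510 wells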
HSP90 inh: HSP90 inhibitors, primary screen, cell lysate, luminescence; Heat shock protein HSP 90 (rabbit reticulocyte lysate; luciferase refolding); Rabbit reticulocyte lysate, luciferase refolding luminescence, 3 h; inhibition, % at 5.6 µM; 290,000 compounds, 0.91% hits; AID 1789, 2009;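 active = inhibition above the screen-wide mean plus 3 SD, computed separately per campaign, cut at about 16% in these data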;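 also: 0% = DMSO wells and 100% = 60 µM geldanamycin wells; inhibitors lower the luminescence because luciferase stays unfolded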
aSyn UTR inh: MLPCN primary screen, SNCA 5' untranslated region; alpha-synuclein 5'UTR reporter, inhibitor activity; 300,000 compounds, 0.82% hits; inhibition, % (tested at 7.5 µM); in the data active = inhibition above about 60%;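 also: H4 neuroglioblastoma cells stably carrying SNCA 5'UTR luciferase fusion; 0% = DMSO wells and 100% = positive control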
HSF1 inhib: HSF1 inhibitors in luciferase reporter cells, primary screen, cell-based, NIH3T3, luminescence. NIH3T3-HGL HSE-luciferase, MG132-induced, luminescence 8 h; hits give low values. activity change, negative = inhibition, % at 7.5 µM (by protocol). 300,000 compounds, 0.77% hits;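 active = more than half of replicate wells show activity change below -50%, luminescence cut by over half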;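 also: luciferase reports HSF-1 transcriptional activity via heat shock element; 0% = median of DMSO wells and -100% = zero luminescence signal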
HSF1 activator: HSF-1 activators, primary screen, NIH3T3-HGL cells, MG132 stress, luminescence, single point; NIH3T3-HGL HSF-1 luciferase reporter, 8 h; 100% = twice DMSO control signal; activation, % at 9 µM; 300,000 compounds, 1.7% hits; AID 504408, 2011;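 active = mean replicate activation of at least 50% with a set share of replicates each reaching 50%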;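 also: 0% = median of the neutral control wells and 100% = twice that signal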
AI-2 QS mod: Vibrio harveyi AI-2 quorum sensing modulators, primary screen, JMH597 strain, luminescence/OD600 ratio; activity change, % at 7.5 µM; AID 2094, 2009; Vibrio harveyi JMH597 AI-2 luminescence/OD600 ratio, 9 h; hits give low values; strain lacks LuxN and CqsS sensors; 0 = neutral-control median; 300,000 compounds, 0.4% hits; in the data active = activity change below about -75%, passing the limit was not always enough;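 also: luminescence divided by OD600 gain over 9 h not by final OD600 alone; inactives centre near 13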
GSK3A inh: blockers of GSK3A enzyme activity – biochemical, luminescence, cell-free homogeneous, HTS, primary screen. AID 2650, 2010. Glycogen synthase kinase-3 alpha (Homo sapiens), P49840. inhibition, % at 10 µM. 320,000 compounds, 0.1% hits. GSK-3 alpha kinase, ADP-Glo luminescence, 60 min;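 in the data active = inhibition above about 50%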;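 also: GST-tagged GSK-3 alpha with peptide substrate and 25 µM ATP; 0% = DMSO neutral wells and 100% = GW8510 positive control wells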
Target sequence (P49840 whole entry, looked up): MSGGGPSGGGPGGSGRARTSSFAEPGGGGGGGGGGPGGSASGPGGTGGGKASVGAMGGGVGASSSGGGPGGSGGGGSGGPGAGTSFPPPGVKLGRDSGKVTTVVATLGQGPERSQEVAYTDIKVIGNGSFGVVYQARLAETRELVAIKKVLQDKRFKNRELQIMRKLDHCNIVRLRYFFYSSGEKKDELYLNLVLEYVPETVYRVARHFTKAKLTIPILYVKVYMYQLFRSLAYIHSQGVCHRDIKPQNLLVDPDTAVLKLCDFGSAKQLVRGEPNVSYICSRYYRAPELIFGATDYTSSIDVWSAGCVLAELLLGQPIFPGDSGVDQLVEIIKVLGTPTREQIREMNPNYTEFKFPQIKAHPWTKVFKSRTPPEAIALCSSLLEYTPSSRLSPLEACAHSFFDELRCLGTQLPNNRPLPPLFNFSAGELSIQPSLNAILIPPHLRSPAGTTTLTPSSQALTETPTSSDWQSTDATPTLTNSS
* marks the source's active call; other numbers are inactive results. Compounds as they come; 4.7% or so of the library scored in one or more.

`Cc1ccc(C)c(NC(=O)CN(C)C(=O)c2ccccc2OCc2ccccc2Cl)c1` gave HIF activator 1.8, GSK3B inh 1, aSyn UTR inh 2, HSF1 inhib 12, HSF1 activator -4, AI-2 QS mod 26 and GSK3A inh 0.
NS(=O)(=O)c1ccc(NNC(=O)c2ccccc2C(=O)O)cc1 was read as IEC-6 tox 8, KLF5 inh -24, HIF activator 0.3, GSK3B inh 1, HSP90 inh 4, aSyn UTR inh -8, HSF1 inhib -3, HSF1 activator -6, AI-2 QS mod 24 and GSK3A inh 6.
For O=C1NC[C@@H](Cc2ccc(O)cc2)N(CCc2cccc(F)c2)C1=O the results were HIF activator -0.1, GSK3B inh 1, aSyn UTR inh 12, HSF1 inhib -4, HSF1 activator 8, AI-2 QS mod 7 and GSK3A inh 1.
CCOc1ccccc1C1CC(=O)Nc2c1c(=O)n(C)c(=O)n2C (centres undefined) was read as IEC-6 tox -8, KLF5 inh -31, HIF activator -0.5, GSK3B inh 2, HSP90 inh -1, aSyn UTR inh -7, HSF1 inhib 2, HSF1 activator 13, AI-2 QS mod -3 and GSK3A inh -2.
Screening O=C(Nc1ccc2c(c1)OCCO2)NC12CC3CC(CC(C3)C1)C2 returned IEC-6 tox 2, KLF5 inh -100, HIF activator 2.3, GSK3B inh -1, HSP90 inh 0, aSyn UTR inh -195, HSF1 inhib -15, HSF1 activator -10, AI-2 QS mod -9 and GSK3A inh 0.
For COc1ccc(CCNS(=O)(=O)c2ccc3c(c2)NC(=O)C(C)S3)cc1OC (centres undefined) the results were IEC-6 tox 3, KLF5 inh -5, HIF activator -0.3, GSK3B inh 0, HSP90 inh 3, aSyn UTR inh -3, HSF1 inhib 6, HSF1 activator 22, AI-2 QS mod 0 and GSK3A inh -2.
CCOCCCNCc1ccc(OCc2ccccc2Cl)cc1 was read as IEC-6 tox -5, KLF5 inh -7, HIF activator -0.1, GSK3B inh 0, HSP90 inh -2, aSyn UTR inh 1, HSF1 inhib 6, HSF1 activator -9, AI-2 QS mod 5 and GSK3A inh 0.
Screening O=C(COc1ccc2cc(-c3ccccc3)c(=O)oc2c1)NCC1CCC(C(=O)O)CC1 (centres undefined) returned IEC-6 tox 5, KLF5 inh -35, HIF activator -0.1, GSK3B inh -2, HSP90 inh -5, aSyn UTR inh 5, HSF1 inhib 1, HSF1 activator 1, AI-2 QS mod 14 and GSK3A inh -2.
For CCOC(=O)C(=NCCOC)NNc1cc(Cl)ccc1Cl the results were IEC-6 tox 9, KLF5 inh 6, HIF activator -0.1, GSK3B inh -4, HSP90 inh -6, aSyn UTR inh -20, HSF1 inhib -7, HSF1 activator 8, AI-2 QS mod 19 and GSK3A inh 0.
Screening Cc1ccc(C2=[N+]([O-])C(C)(C)CC2)cc1 returned IEC-6 tox -4, KLF5 inh -25, HIF activator -1.8, GSK3B inh 0, HSP90 inh -3, aSyn UTR inh 2, HSF1 inhib -2, HSF1 activator 3, AI-2 QS mod 7 and GSK3A inh 0.
COc1ccc(C(=O)NNC(=O)CN2CCN(c3nc(-c4ccccc4)cs3)CC2)cc1 was read as IEC-6 tox -2, KLF5 inh 5, HIF activator -0.2, GSK3B inh 3, HSP90 inh 5, aSyn UTR inh 1, HSF1 inhib -5, HSF1 activator 10, AI-2 QS mod 9 and GSK3A inh 2.
For COc1ccc(C)cc1S(=O)(=O)N1CCC(C(=O)NCCC2=CCCCC2)CC1 the results were IEC-6 tox 3, KLF5 inh -46, HIF activator 0.0, HSP90 inh 2, aSyn UTR inh 22, HSF1 inhib -8, HSF1 activator -14 and GSK3A inh -3.
Cc1nc(NCCN2CCOCC2)c2nnn(Cc3ccccc3Cl)c2n1 was read as IEC-6 tox 3, KLF5 inh -35, HIF activator -0.3, GSK3B inh 2, HSP90 inh 0, aSyn UTR inh -1, HSF1 inhib 2, HSF1 activator 19, AI-2 QS mod 16 and GSK3A inh -1.
For COc1ccc(CCNS(=O)(=O)c2ccc3c(c2)CC(C)N3C(C)=O)cc1OC (centres undefined) the results were IEC-6 tox 0, KLF5 inh -10, HIF activator 0.1, GSK3B inh 0, HSP90 inh 2, aSyn UTR inh 5, HSF1 inhib 3, HSF1 activator 13, AI-2 QS mod 15 and GSK3A inh 0.
Screening COc1cc(C2SCCS2)cc(Br)c1Oc1ncccc1[N+](=O)[O-] returned IEC-6 tox -1, KLF5 inh 10, HIF activator 0.2, GSK3B inh -2, HSP90 inh -1, aSyn UTR inh 6, HSF1 inhib -6, HSF1 activator 11, AI-2 QS mod 34 and GSK3A inh 1.
For Cn1c(/N=C/c2c[nH]c3ccccc23)nc2ccccc21 the results were IEC-6 tox -2, KLF5 inh -23, HIF activator -0.2, GSK3B inh 4, HSP90 inh 2, aSyn UTR inh 8, HSF1 inhib -3, HSF1 activator -4, AI-2 QS mod 12 and GSK3A inh -7.
O=P(O)(CP(=O)(c1ccccc1)c1ccccc1)c1ccccc1O was read as IEC-6 tox -4, KLF5 inh -7, HIF activator -0.1, GSK3B inh 0, HSP90 inh -3, aSyn UTR inh 2, HSF1 inhib 4, HSF1 activator -11, AI-2 QS mod 23 and GSK3A inh -1.
O=C(NCc1cccnc1)c1cc2nc(-c3cccs3)cc(C(F)(F)Cl)n2n1 was read as IEC-6 tox 0, KLF5 inh -14, HIF activator -1.3, GSK3B inh -1, HSP90 inh -2, aSyn UTR inh 8, HSF1 inhib -5, HSF1 activator 2, AI-2 QS mod 22 and GSK3A inh 0.
Screening COc1cc(OC)cc(C(=O)Nn2c(C)nc3ccccc3c2=O)c1 returned IEC-6 tox 0, KLF5 inh -4, HIF activator -1.6, GSK3B inh 4, HSP90 inh 0, aSyn UTR inh -4, HSF1 inhib -4, HSF1 activator -11, AI-2 QS mod 14 and GSK3A inh 1.
CCOc1ccc(N2CC(NS(=O)(=O)c3cccnc3)CC2=O)cc1 (centres undefined) was read as HIF activator 0.0, GSK3B inh -1, aSyn UTR inh 3, HSF1 inhib -5, HSF1 activator -9, AI-2 QS mod 29 and GSK3A inh -3.

Fetched one by one from the list above (2):
`Cc1ccc(C)c(NC(=O)CN(C)C(=O)c2ccccc2OCc2ccccc2Cl)c1` gave HIF activator 1.8, GSK3B inh 1, aSyn UTR inh 2, HSF1 inhib 12, HSF1 activator -4, AI-2 QS mod 26 and GSK3A inh 0.
For COc1ccc(C)cc1S(=O)(=O)N1CCC(C(=O)NCCC2=CCCCC2)CC1 the results were IEC-6 tox 3, KLF5 inh -46, HIF activator 0.0, HSP90 inh 2, aSyn UTR inh 22, HSF1 inhib -8, HSF1 activator -14 and GSK3A inh -3.

(list continues)
For CN(CC(=O)Nc1ccccc1C(F)(F)F)C(=O)C1=COCCO1 the results were HIF activator -0.2, GSK3B inh 5, aSyn UTR inh -3, HSF1 inhib -7, HSF1 activator -2, AI-2 QS mod 28 and GSK3A inh -2.
CCOc1ccc(-c2nc(N)ncc2Oc2cccc(OC)c2)c(O)c1 was read as IEC-6 tox 3, KLF5 inh 3, HIF activator 1.1, GSK3B inh -1, HSP90 inh 2, aSyn UTR inh 60, HSF1 inhib 1, HSF1 activator 8 and AI-2 QS mod 24.
Cc1cc(C(=O)CCl)c(C)n1CC1COc2ccccc2O1 (centres undefined) was read as IEC-6 tox 0, KLF5 inh 2, HIF activator 8.4, GSK3B inh 2, HSP90 inh 4, aSyn UTR inh 21, HSF1 inhib 19, HSF1 activator 18, AI-2 QS mod 15 and GSK3A inh 1.
`Cc1ccc(NC(=O)[C@H](NC(=O)[C@@H]2Cc3ccccc3CN2)c2ccccc2)c(C)c1` gave IEC-6 tox 0, KLF5 inh -16, HIF activator 0.7, GSK3B inh 2, HSP90 inh -3, aSyn UTR inh 5, HSF1 inhib 4, HSF1 activator -3, AI-2 QS mod 13 and GSK3A inh -2.
Screening Cc1cc(C)c(S(=O)(=O)/N=C2\C=C(Nc3ccc(C(=O)O)cc3)C(=O)c3ccccc32)c(C)c1 returned IEC-6 tox -4, KLF5 inh 22, HIF activator -4.1, GSK3B inh -12, HSP90 inh 46*, aSyn UTR inh 16, HSF1 inhib -87*, HSF1 activator -88, AI-2 QS mod 38 and GSK3A inh 12.
For Cc1ccc(S(=O)(=O)Nc2ncc(C(F)(F)F)cc2Cl)cc1 the results were IEC-6 tox -1, KLF5 inh -23, HIF activator -0.1, GSK3B inh 6, HSP90 inh 0, aSyn UTR inh 26, HSF1 inhib -2, HSF1 activator -6, AI-2 QS mod 0 and GSK3A inh -3.
`O=C(Nc1ccc(Cl)cc1)c1cccc(N2C(=O)C3C4CCC(C4)C3C2=O)c1` (centres undefined) gave IEC-6 tox 4, KLF5 inh -40, HIF activator 0.7, GSK3B inh 5, HSP90 inh -1, aSyn UTR inh -27, HSF1 inhib 5, HSF1 activator 11, AI-2 QS mod 21 and GSK3A inh 0.
For CSc1c(CC(=O)Nc2ccc(F)cc2)n(Cc2ccccc2)c2ccccc12 the results were IEC-6 tox -2, KLF5 inh 1, HIF activator -0.3, GSK3B inh 2, HSP90 inh 0, aSyn UTR inh -29, HSF1 inhib 19, HSF1 activator 42, AI-2 QS mod -3 and GSK3A inh -1.
Screening Cc1c(C(=O)O)oc2c1/C(=N\O)CCC2 returned IEC-6 tox 3, KLF5 inh -33, HIF activator -0.1, GSK3B inh 8, HSP90 inh 2, aSyn UTR inh 10, HSF1 inhib -6, HSF1 activator 0, AI-2 QS mod 9 and GSK3A inh -1.
`COc1ccc(-c2ccc3oc(-c4ccc(OC)cc4)c(C#CCCO)c3c2)cc1` gave HIF activator -0.9, GSK3B inh -2, aSyn UTR inh -4, HSF1 inhib 8, HSF1 activator 21, AI-2 QS mod 5 and GSK3A inh -2.
C[C@H](NC(=O)N1CCn2c1nc1ccccc12)C(=O)NCCc1ccccc1 was read as IEC-6 tox -8, KLF5 inh -20, HIF activator -0.3, GSK3B inh -3, HSP90 inh -4, aSyn UTR inh 11, HSF1 inhib 0, HSF1 activator -12, AI-2 QS mod 15 and GSK3A inh -7.
For CCC1(c2ccc(F)cc2)NC(=O)N(CC(=O)N2CCc3ccccc3C2)C1=O (centres undefined) the results were HIF activator -2.8, GSK3B inh -3, aSyn UTR inh 0, HSF1 inhib -2, HSF1 activator 18, AI-2 QS mod 23 and GSK3A inh 7.
